# phage Ecoli inh – growth loss of phage-infected E. coli, primary screen, RecBCD inhibitor project, absorbance, with phage, HTS; inhibition, % at 11.9 µM; actives 0.26% (n = 360,000); in the data active means inhibition above about 11%
# Wnt act – Wnt/beta-catenin pathway activators, primary screen, cell-based, plate reader, single point | activation, % at 9.35 µM | actives 1.2% (n = 300,000) | Wnt/beta-catenin reporter cell assay, activator | AID 743398, 2014; in the data active means activation above about 30%, passing the limit was not always enough;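 further: 0% = neutral control wells and 100% = positive control wells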
# * = called active by the depositor. Only part of the results is shown (hit frequency here may not be typical).
SMILES,phage Ecoli inh,Wnt act
CCCCCCN1C[C@@H](n2cc(C3CC3)nn2)[C@H](O)C[C@@H]1c1ccc(OC)cc1,2.9,-4
O=C1c2ccccc2/C(=C\c2ccc(O[C@@H]3CCCCO3)cc2)N1c1ccccc1,5.2,-2
Cc1ccc(-c2cc3nc(NCCOc4ccccc4Cl)n(C)c(=O)c3s2)cc1,1.1,-1
COc1ccccc1Cc1c(-c2ccc(Cl)cc2)nc2ccc(Br)cn12,0.6,-2
O=C(NCc1ccc(Cl)c(Cl)c1)c1cc(C2CCCCN2C(=O)c2ccccn2)on1 (stereo not drawn),3.0,-2
COc1ccc(S(=O)(=O)N(C)C[C@H]2OCCCC[C@@H](C)Oc3ccc(N(C)C)cc3C(=O)N([C@H](C)CO)C[C@@H]2C)cc1,2.2,-2
CC(=O)Nc1cc(-c2ccc(CO)cc2)cn2c(-c3cccc(C(F)(F)F)c3)cnc12,1.4,7
COC(=O)c1cc(=O)nc(NN=Cc2ccco2)s1,0.9,-1
C[C@@H]1CN([C@H](C)CO)S(=O)(=O)c2ccc(-c3cccc(C(=O)N(C)C)c3)cc2O[C@H]1CN(C)C(=O)Nc1ccc(F)cc1,1.2,-1
COc1ccc([C@H]2CC(=O)C[C@@H](CCn3cc(C)nn3)O2)cc1,2.5,1
COc1ccc(C=C2CS(=O)(=O)CC(=Cc3ccc(OC)cc3)C2=O)cc1,-0.7,-9
COC(=O)C1=C(C)N(Cc2ccccc2C(F)(F)F)C(=NCc2ccc3c(c2)OCO3)NC1c1ccc(Cl)cc1 (stereo not drawn),4.8,-13
Cc1cccc(Nc2cc(=O)n(C)c(=O)n2C)c1,2.3,0
O=C(CC1CCCC1)N1CCN(S(=O)(=O)c2c(F)cccc2F)CC1,-0.6,-1
CC(C)C(=O)N1CCC1(C)C(=O)Nc1nc2ccccc2[nH]1 (stereo not drawn),3.0,-2
COc1ccc(CN2C(=O)C(CC(=O)NC(c3ccccc3)c3ccccc3)CC(C(=O)N(C(C)C)C(C)C)=C2C)cc1 (stereo not drawn),2.0,-3
Nc1ncnc2c1ncn2[C@@H]1O[C@H](C(=O)N[C@@H](CCc2ccccc2)C(=O)NCC(=O)N2CCOCC2)[C@@H](O)[C@H]1O,2.0,-9
CC(C)N1CC2(CC(c3ccccc3C(F)(F)F)=NO2)CN1C(=O)c1ccco1 (stereo not drawn),1.8,-2
C[C@@H]1CN([C@@H](C)CO)C(=O)CCCn2cc(nn2)CO[C@H]1CN(C)C(=O)Nc1ccc(C(C)(C)C)cc1,1.8,-4
COc1cccc(C2=NN(C(=O)C3CC3)C(O)(C(F)(F)F)C2)c1 (stereo not drawn),2.3,-1
Cc1cc(Nc2cccc([N+](=O)[O-])c2)cc(=O)n1-c1cccc([N+](=O)[O-])c1,1.4,-5
COc1ccccc1Cc1c(-c2ccc(Cl)cc2)nc2ccc(Cl)cn12,3.2,1
CC1CC(C)CN(C(CCc2ccccc2)C(=O)NC2CCCCC2)C1 (stereo not drawn),2.4,-2
COc1cccc(-c2cnc3c(NC(C)=O)cc(-c4cc(F)ccc4OC)cn23)c1,4.2,-1
Cc1ccc2nc(-c3cccc(Br)c3)c(Cc3cccc(Cl)c3)n2c1,0.9,36*
CCOCCC(=O)Nc1ccc2c(c1)c(=O)n(C)n2-c1ccccc1F,4.4,-1
COc1ccc(N2CC(C(=O)Nc3nnc(SCC(=O)Nc4ccc(NC(C)=O)cc4)s3)CC2=O)cc1 (stereo not drawn),3.2,1
Cc1ccc([C@@H]2C[C@H]3[C@@H](CN2S(=O)(=O)c2ccc(C)cc2)C(=O)C[C@@H](c2ccc(Cl)cc2)N3S(=O)(=O)c2ccc(C)cc2)cc1,2.6,-2
COc1ccc2oc3cc(Cl)ccc3c(=O)c2c1,0.1,4
Cc1cc2oc(=O)cc(CN(C)Cc3ccccc3)c2cc1Cl,3.5,-2
C#CCN1CC(COc2ccccc2)Oc2cccc(Oc3ccc(SC)c(C)c3)c2S1(=O)=O (stereo not drawn),0.6,0
O=C(O)c1cc2ccc(O)cc2oc1=O,0.7,-2
Cn1ccnc1CC(C)(O)c1ccccc1 (stereo not drawn),1.2,0
C[C@H](CO)N1C[C@H](C)[C@H](CN(C)S(=O)(=O)c2ccc(F)cc2)Oc2ncc(Br)cc2C1=O,1.8,-2
COc1ccc(C(=O)N2CCC(C)(C(=O)NS(=O)(=O)C3CC3)C2)cc1F (stereo not drawn),1.8,5
COc1ccc(NC(=O)C2(C)CCN2Cc2cccc(OC)c2OC)cc1OC (stereo not drawn),1.3,-3
COCCCN1C(=O)C(CC(=O)NCC2CCCCC2)CC(C(=O)N(C)C)=C1C (stereo not drawn),2.8,-1
Cc1ccc([C@H]2N[C@]3(CCCN(Cc4ccc(Br)cc4)C3=O)[C@H]3C(=O)N(C)C(=O)[C@@H]23)cc1,1.6,-1
c1ccc(CNc2nc(NCc3cccs3)nc3ccsc23)cc1,-0.8,0
COc1ccc(CC(N)c2csc(NC(=O)Nc3ccc(OC)cc3)n2)cc1 (stereo not drawn),3.2,-1
COc1cccc(-c2cc3c(c4c2ccn4C)C2CCC3C2)c1 (stereo not drawn),1.0,-4
CCOC(=O)[C@]12CCCC=C1N(CCC1=CCCCC1)C(=O)[C@H](CC(=O)NCc1ccc(C)o1)C2,1.1,-1
CC1(Cc2ccccc2Cl)C(=O)Nc2c(Cl)cccc21 (stereo not drawn),2.1,1
Cc1nc(C(F)(F)F)ccc1C(=O)N1CCC1(C)C(=O)NCc1ccc(Cl)cc1 (stereo not drawn),1.4,1
Cc1cc(C)c2c(CN(C)Cc3ccccc3)cc(=O)oc2c1,0.4,12
Clc1ccccc1-c1cc2nc(NCCCn3ccnc3)ccn2n1,0.4,18
Cc1ccc(CN2CC=CS2(=O)=O)cc1,5.1,-2
O=C1NC(Cc2ccccc2)c2nc3cc(F)c(F)cc3c(=O)n2-c2ncccc21 (stereo not drawn),1.7,-2
O=C(CC1CCCC1)N[C@@H](Cc1cccnc1)C(=O)N1CCC[C@H]1C(=O)NCCc1ccccc1Cl,1.1,-7
Cc1cc(NC(=O)CCc2c[nH]c3ccccc23)ccc1Nc1cccnc1,-0.5,-2
CCCCCNC(=O)C(c1ccccc1F)n1c(=O)c(-c2ccco2)nc2ccccc21 (stereo not drawn),1.6,0
COc1ccc(C(=O)N2CCCCC2c2cc(C(=O)NCc3cccnc3)no2)cc1 (stereo not drawn),3.0,-2
Cc1ccc(CC#N)c(-c2c(CC#N)ccc(C)c2C)c1C,3.5,-2
O=C(CCC1CCN(C(=O)CC2=CCCCC2)CC1)NCc1ccc(F)cc1,2.0,-1
CC1(C(=O)Nc2ccc3c(c2)OCO3)CCN1C(=O)Cc1cc(F)ccc1F (stereo not drawn),2.3,0
COc1ccccc1CCn1cnc(-c2cccc(F)c2)c1C(C)C,1.5,-4
COC(=O)C(C(=O)OC)c1ncccc1NS(=O)(=O)c1ccc(C)cc1,2.5,-4
C=CCC[C@H](CCCCC)OC(=O)/C=C/[C@H](O)[C@@H](O)C[C@@H](O)CC=C,2.1,-1
CCOC(=O)C1=CCN(S(=O)(=O)c2ccccc2Br)C1c1ccc(Cl)cc1 (stereo not drawn),2.2,-2
CCCCNC(=O)C1(C)CCC(=O)N1CCc1c[nH]c2ccccc12 (stereo not drawn),2.9,-3

# New compounds follow
SMILES,phage Ecoli inh,Wnt act
CC(C)C[C@H]1CN(CCCC[C@H]2CNC(=O)C(=O)N2CCc2ccc(O)cc2)C(=O)C(=O)N1CCC1CCCCC1,0.1,-2
CCCCNc1nccnc1-c1cccc(C=O)c1,-0.9,-1
O=C(NC(c1ccc(Cl)cc1)c1cnccn1)C1CCN(Cc2cccc(C(F)(F)F)c2)CC1 (stereo not drawn),1.2,-4
CCN(CC(=O)Nc1c(F)cccc1F)C(=O)CSCc1ccc(C)cc1,4.6,1
COc1ccc(Cc2c(-c3cccc(Br)c3)nc3c(C)cc(Br)cn23)c(C)c1,3.8,-2
CCC(=O)N(C)C[C@@H]1Oc2ncc(Br)cc2C(=O)N([C@@H](C)CO)C[C@H]1C,1.7,-2
NC(c1csc(NC(=O)Nc2ccccc2Cl)n1)C1CCCCC1 (stereo not drawn),0.4,-3
COc1ccc(C2CC(=O)C(c3ccc(Cl)cc3)=CN2Cc2ccccc2)cc1 (stereo not drawn),3.3,-5
CCN=C1NC(c2ccccc2)C(C(=O)OC)=C(C)N1Cc1ccc(C(F)(F)F)cc1 (stereo not drawn),3.0,-11
COC(=O)C1=C/C=C\CN(C(c2ccccc2)c2ccccc2)/C=C\1C(=O)OC,1.9,0
Cc1ccc2c(c1)CCO[C@@]21O[C@H](CCO)C[C@H](O)[C@H]1O,1.9,-1
O=C1NC[C@H](CCCCN2C[C@H](Cc3ccc(O)cc3)N(CC3CCCCC3)C(=O)C2=O)N(CCc2ccc(O)cc2)C1=O,-1.7,-8
OCCc1ccc(NCCc2ccco2)cc1,3.8,2
CC1=C(C(=O)N2CCCCCC2)CC(CC(=O)NCCCN(C)C)C(=O)N1CCCN1CCCC1=O (stereo not drawn),1.1,-1
Cn1ccc2c(-c3ccc4c(c3)OCCO4)cc3c(c21)C1CCC3O1 (stereo not drawn),-0.2,4

# Part of the list above in a different format.
# Below each compound – phage Ecoli inh | Wnt act
- Cc1ccc2c(c1)CCO[C@@]21O[C@H](CCO)C[C@H](O)[C@H]1O
    1.9 | -1
- OCCc1ccc(NCCc2ccco2)cc1
    3.8 | 2
- NC(c1csc(NC(=O)Nc2ccccc2Cl)n1)C1CCCCC1 (stereo not drawn)
    0.4 | -3
- O=C(NC(c1ccc(Cl)cc1)c1cnccn1)C1CCN(Cc2cccc(C(F)(F)F)c2)CC1 (stereo not drawn)
    1.2 | -4
- COc1ccc(Cc2c(-c3cccc(Br)c3)nc3c(C)cc(Br)cn23)c(C)c1
    3.8 | -2
- CCCCNc1nccnc1-c1cccc(C=O)c1
    -0.9 | -1

# Continuation:
SMILES,phage Ecoli inh,Wnt act
Cc1ccc(CN2C(=O)C(C)Oc3ccc(C)cc32)cc1 (stereo not drawn),1.8,0
CN(C)c1cccc2c(S(=O)(=O)NCC3CCN(C(=O)C(=O)c4cccs4)CC3)cccc12,1.3,-3
C[C@@H]1CN([C@H](C)CO)C(=O)CCCn2nncc2CO[C@H]1CN(C)S(=O)(=O)c1ccc2c(c1)OCCCO2,2.8,-1
Cc1cccc(C)c1NC(=O)C1C(c2ccccc2)=Nc2ccccc2N1C(=O)c1cnccn1 (stereo not drawn),2.2,7
Cc1ccc2c(c1)nc1c3ccccc3nc(-c3ccccc3N)n21,1.6,1
Cc1cccc(NC(=O)COc2cccc3c2CCNC3=O)c1,1.6,0
C=CCCC1CN(Cc2ccc(OC)cc2)S(=O)(=O)c2c(F)cccc2O1 (stereo not drawn),-0.2,-2
N#CCCC(C#N)(c1cccnc1)N1CCOCC1 (stereo not drawn),1.9,3
CC[C@@H](C)[C@@H](CO)NC(=O)[C@H]1O[C@@H](n2cnc3c(N)ncnc32)[C@H](O)[C@@H]1O,3.2,-1
COCCn1cnc2c1c(=O)n(CC(=O)NC1CCCCC1)c(=O)n2Cc1ccccc1,1.6,-1
O=C(Nc1ccccc1)c1cc(C2CCCN(C(=O)OCc3ccccc3)C2)on1 (stereo not drawn),3.3,12
CC1(C(=O)NCc2ccc(C(F)(F)F)cc2)CCN1Cc1ccc(-c2ccccc2)o1 (stereo not drawn),3.5,-2
Cc1sc(N=Nc2ccc(N(C)C)cc2)[n+]([O-])c1C,1.5,15
O=C(c1ccncc1)N1CCN(c2cc(-c3ccccc3)nc3cc(-c4cccc(Cl)c4)nn23)CC1,3.2,-7
O=C(C1=NOC2(C1)C(=O)Nc1ccccc12)N1CCCCC1 (stereo not drawn),5.2,-1
COC(=O)[C@]12C[C@H](CC(=O)N3CCSCC3)C(=O)N(CCC3=CCCCC3)C1=C[C@H](C(C)(C)C)O[C@@H]2C,-0.7,-6
COc1ccc(C(=O)NCC2CCCN2S(=O)(=O)c2ccccc2)cc1OC (stereo not drawn),-1.1,0
CC(=O)C1=CCC(c2ccc(Cl)cc2)N(S(=O)(=O)c2ccccc2)C1 (stereo not drawn),1.8,-2
CC(=O)Nc1cc(-c2cccc(C)c2)cn2c(-c3ccc(S(C)(=O)=O)cc3)cnc12,2.5,-2
CCO/C(C)=N/Oc1cncnc1,6.3,-2
COc1ccc(C(C(=O)NC(C)(C)C)n2c(-c3ccc(=O)[nH]c3)nc3ccccc32)cc1 (stereo not drawn),2.6,22
COc1ccc2cc(C(=O)CS(=O)(=O)c3ccc(Cl)cc3)c(=O)oc2c1,1.9,-1
COc1ccc(-c2ccc(C(=O)NCc3ccc(C(F)(F)F)cc3)c3occc23)c(C)c1,1.6,-3
COc1cc(S(=O)(=O)N2CCN(C(=O)c3cccs3)CC2)ccc1NC(C)=O,1.7,-2
O=C(Nc1cccc(Oc2ccccc2)c1)C1Cc2c(-c3ccccc3)ccnc2O1 (stereo not drawn),2.5,-1
COc1ccc(OC)c(NC(=O)C2(C)CCN2C(=O)CC2CC2)c1 (stereo not drawn),2.5,0
COc1cccc(-c2cc3nc(NCc4ccc5occc5c4)n(C)c(=O)c3s2)c1,1.5,30

# 5 entries drawn at random from those above:
SMILES,phage Ecoli inh,Wnt act
CCO/C(C)=N/Oc1cncnc1,6.3,-2
COc1ccc2cc(C(=O)CS(=O)(=O)c3ccc(Cl)cc3)c(=O)oc2c1,1.9,-1
O=C(Nc1cccc(Oc2ccccc2)c1)C1Cc2c(-c3ccccc3)ccnc2O1 (stereo not drawn),2.5,-1
COC(=O)[C@]12C[C@H](CC(=O)N3CCSCC3)C(=O)N(CCC3=CCCCC3)C1=C[C@H](C(C)(C)C)O[C@@H]2C,-0.7,-6
CC(=O)C1=CCC(c2ccc(Cl)cc2)N(S(=O)(=O)c2ccccc2)C1 (stereo not drawn),1.8,-2

# Assay outcomes (PubChem BioAssay)
